ERK EGF block = blocks ERK signaling stimulated by EGF; HEK293-V1b, EGF-stimulated phospho-ERK AlphaScreen; AID 1454; Potency, µM (top dose mostly 11.5 µM), without a hit: top-dose activity change, negative = inhibition, usual class: inhibitors; hit rate 0.41% among 130,000; active = well fitted inhibition curve with a large enough effect; inconclusive = small, poorly fitted or top-dose-only effect, or effect the other way;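 also: plate controls were stimulated vehicle wells for no effect and unstimulated vehicle basal for full effect; nearly all actives have a fitted effect of over 55% in size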
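HEK293 cells stably expressing V1b receptor, serum-reduced (1% FBS) overnight, got compound for 30 min at 37C, then 25 nM EGF for 5 min. Lysate phospho-ERK read by AlphaScreen SureFire; AC50 from Hill fits.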
* marks the source's active call; other numbers are inactive results; [ ] = dose if it differs, or a comment. Potency is read from the fitted curve at half-maximal effect.

COc1cc(CN2CCNC(=O)C2CC(=O)N(Cc2nccn2C)C(C)C)cc(OC)c1 (configuration not stated) was read as ERK EGF block 1%[57.5 µM].
`CCc1nnc(NC(=O)CCC(=O)NC2CCCc3ccccc32)s1` (configuration not stated) gave ERK EGF block 3%.
`CN(C)CCCNC(=O)c1cc(C(=O)c2ccc(F)cc2)c[nH]1` gave ERK EGF block 0%.
COc1cccc(CC2(CO)CCCN(S(=O)(=O)N(C)C)C2)c1 (configuration not stated) was read as ERK EGF block -3%.
For COc1ccc(-c2[nH]c3ccccc3c2SCCN)cc1 the results were ERK EGF block -6%[57.5 µM].
For O=C(COC(=O)/C=C/c1nc2ccccc2s1)Nc1ccccc1Oc1ccccc1 the results were ERK EGF block -2%.
For Cc1ccc(/C(O)=C2\C(=O)C(=O)N(Cc3cccnc3)C2c2ccccc2[N+](=O)[O-])cc1 (configuration not stated) the results were ERK EGF block -7%.
O=C(COc1ccc(Cl)cc1)NCc1nnc(SCC(=O)Nc2ccc(F)cc2F)o1 was read as ERK EGF block 9%.
Screening Cn1cccc1C(=O)N1CCC[C@@]2(CCN(C(c3ccccc3)c3ccccc3)C2)C1 returned ERK EGF block 1%.
For COc1ccc2c(c1OC)C(=O)N1c3ccccc3N=C(c3ccc([N+](=O)[O-])cc3)CC21 (configuration not stated) the results were ERK EGF block 1%.
`COc1cc(C2NC(=O)NC(C)=C2C(=O)OCC2CCCO2)cc(OC)c1OC` (configuration not stated) gave ERK EGF block 2%.
Screening Cc1cccc(OCCC(=O)Nc2ccc(F)c(F)c2)c1 returned ERK EGF block 1%.
Screening C[C@]1(OC(=O)/C=C\c2ccccc2)C[C@@H](O)[C@@]2(O)C=CO[C@@H](O[C@H]3O[C@@H](CO)[C@@H](O)[C@@H](O)[C@@H]3O)[C@H]21 returned ERK EGF block 5%[25.7 µM].
Screening CCOc1nc(OCC)c2cnn(C)c2n1 returned ERK EGF block 10%[57.5 µM].
For O=C(O)COCCN1CCN([C@H](c2ccccc2)c2ccc(Cl)cc2)CC1 the results were ERK EGF block 0%[57.5 µM].
`COCCNC(C(=O)Nc1ccc([N+](=O)[O-])cc1Br)c1ccccc1` (configuration not stated) gave ERK EGF block 12%.
`COC(=O)/C=c1/s/c(=C(/C#N)C(=O)N2CCCCC2)n(-c2ccccc2)c1=O` gave ERK EGF block -4%.
COc1ccc(NC(=O)N(Cc2cc3ccc(OC)cc3[nH]c2=O)CC2CCCO2)cc1 (configuration not stated) was read as ERK EGF block -4%.
Screening Cc1ccc(/C=C2/SC(=S)N(CCCC(=O)Nc3ccc(O)cc3)C2=O)cc1 returned ERK EGF block -6%[57.5 µM].
Screening Cc1ccccc1-n1c(C)nnc1SCC(=O)N(C)C1CCS(=O)(=O)C1 (configuration not stated) returned ERK EGF block -3%.
CCc1ccc(NC(=O)CC2C(=O)N(c3ccc(C)cc3)C(=O)N2CCc2ccncc2)cc1 (configuration not stated) was read as ERK EGF block -3%.
Screening O=C(CCc1ccc(O)cc1)c1c(O)cc(O)cc1O[C@@H]1O[C@H](CO)[C@@H](O)[C@H](O)[C@H]1O returned ERK EGF block -3%.
For CN(C)/C=C(\C#N)C(=O)N/N=C/c1ccccc1 the results were ERK EGF block 23%.
`O=C(Nc1ccc(S(=O)(=O)Nc2ncccn2)cc1)c1ccc2ncsc2c1` gave ERK EGF block 47%[57.5 µM].
Screening O=C(NC(=S)NNS(=O)(=O)c1ccccc1)c1ccc([N+](=O)[O-])cc1 returned ERK EGF block -6%.
For O=C(Nc1cccc(S(=O)(=O)N2CCOCC2)c1)c1cc2ccccc2o1 the results were ERK EGF block 4%[57.5 µM].
For CC(C)c1ccc(-n2cnn(-c3ncccc3[N+](=O)[O-])c2=O)cc1 the results were ERK EGF block -1%.
Cc1ccc2oc(-c3ccccc3)cc(=O)c2c1 was read as ERK EGF block -13%.
Screening COc1ccc(NC(=O)c2c[nH]c(=O)n(-c3ccc(C)c(C)c3)c2=O)cc1OC returned ERK EGF block -12%[57.5 µM].
For C/C(=N\NC(=O)CCn1nnc2ccccc21)c1cccs1 the results were ERK EGF block 0%[57.5 µM].

The list goes on; it opens with the 2 that closed the last part.
Screening COc1ccc(NC(=O)c2c[nH]c(=O)n(-c3ccc(C)c(C)c3)c2=O)cc1OC returned ERK EGF block -12%[57.5 µM].
For C/C(=N\NC(=O)CCn1nnc2ccccc21)c1cccs1 the results were ERK EGF block 0%[57.5 µM].
O=C1/C(=C/c2cccnc2)CCc2c1[nH]c1ccccc21 was read as ERK EGF block inconclusive.
For Cc1ccc(S(=O)(=O)N2CCN(c3ccc([N+](=O)[O-])c(NCCN4CCOCC4)c3)CC2)cc1 the results were ERK EGF block -2%.
`O=C(Nc1cccnc1)c1ccc(Cl)c(S(=O)(=O)N2CCc3ccccc32)c1` gave ERK EGF block 25µM*.
For Cc1nnc(N/N=C/c2c(Cl)cccc2Cl)n1N the results were ERK EGF block -2%.
N#CCCN(C(=O)COc1ccc(F)cc1Br)c1ccccc1F was read as ERK EGF block -5%.
For COC(=O)[C@H]1[C@@H]2C[C@H]3c4[nH]c5ccccc5c4CCN3C[C@@H]2CC[C@@H]1O the results were ERK EGF block -10%.
For O=c1c2cc(Cl)ccc2nc(-c2ccc([N+](=O)[O-])cc2)n1O the results were ERK EGF block 5%.
`CN(C)CCNC(=O)NC(=O)c1ccc(Cl)cc1` gave ERK EGF block 8%.
`O=C(CSCc1ccc(Cl)cc1)N/N=C/c1c(Cl)cccc1Cl` gave ERK EGF block -2%.
For CCCCCCCCCCC(C)(C)C(=O)Nc1c(OC)cc(OC)cc1OC the results were ERK EGF block -10%.
`COc1ccc(C(=O)c2c[nH]c(C(=O)NCCCn3ccnc3)c2)cc1` gave ERK EGF block 5%.
Screening CC(=O)OCC1=C(C(=O)O)N2C(=O)[C@@H](NC(=O)Cc3cccs3)[C@@H]2SC1 returned ERK EGF block -2%[25.7 µM].
`O=C(c1cc(C(F)(F)F)cc(C(F)(F)F)c1)N1CCC2(CC1)CN(c1ccncc1)C2` gave ERK EGF block -10%.
For O=c1[nH]c2ccc(NC(=S)Nc3ccccc3)cc2[nH]1 the results were ERK EGF block -5%[57.5 µM].
For CC(C)(C)OC(=O)NCCCC[C@H](NC(=O)c1[nH]cnc1C(=O)N[C@@H](Cc1ccccc1)C(=O)OC(C)(C)C)C(=O)OC(C)(C)C the results were ERK EGF block -1%[57.5 µM].

Brought forward from above: 2 entries, followed by the next part.
For O=c1[nH]c2ccc(NC(=S)Nc3ccccc3)cc2[nH]1 the results were ERK EGF block -5%[57.5 µM].
For CC(C)(C)OC(=O)NCCCC[C@H](NC(=O)c1[nH]cnc1C(=O)N[C@@H](Cc1ccccc1)C(=O)OC(C)(C)C)C(=O)OC(C)(C)C the results were ERK EGF block -1%[57.5 µM].
O=C(Cn1cc2c(n1)CCCCC2)NCc1cccs1 was read as ERK EGF block 5%[57.5 µM].
`O=C(COC(=O)CCc1nc2ccccc2c(=O)[nH]1)NC(=O)NC1CCCC1` gave ERK EGF block 5%.
Screening CCCc1ccc(OCc2ccc(C(=O)NCc3cccnc3)o2)c(OC)c1 returned ERK EGF block 2%.
Cc1nn(Cc2ccccc2)c(Cl)c1C(=O)OC(C)C#N (configuration not stated) was read as ERK EGF block -4%.
`Cc1cccc(C)c1NC1=NC(=S)N(c2ccc(C(=O)O)cc2)C12CCCCC2` gave ERK EGF block 0%.
O=C(O)/C=C/C(=O)Nc1ccc(Cl)c(C(=O)O)c1 was read as ERK EGF block -1%[57.5 µM].
Screening COc1cc(NC(=O)c2cccs2)ccc1NC(=O)c1ccccc1Cl returned ERK EGF block -3%.
For O=C(O)C1CCCN(S(=O)(=O)c2ccccc2)C1 (configuration not stated) the results were ERK EGF block -5%.
`O=C1CN(C(=O)COC(=O)c2cccnc2Cl)c2ccccc2N1` gave ERK EGF block -5%.
`CCCCC/C=C\C/C=C\CC1OC1C/C=C\CCCC(=O)O` (configuration not stated) gave ERK EGF block -11%.
`O=C(NNC(=O)C1CCCN(c2ncccn2)C1)c1ccncc1` (configuration not stated) gave ERK EGF block 5%.
For COc1ccc(Nc2nc(NCCCN3CCOCC3)nc(N)c2[N+](=O)[O-])cc1 the results were ERK EGF block -14%[57.5 µM].
OCCN1CCN(c2cc(C(F)(F)F)nc3c(F)cccc23)CC1 was read as ERK EGF block -2%[57.5 µM].
CCc1nc(SCC(=O)c2ccccc2)c2ccccc2n1 was read as ERK EGF block -3%.
CCCCOc1cc(C(=O)NCCN(CC)CC)c2ccccc2n1 was read as ERK EGF block -4%.

3 structures out of the list, arranged by heavy-atom count, lowest first.
O=C(Cn1cc2c(n1)CCCCC2)NCc1cccs1 was read as ERK EGF block 5%[57.5 µM].
Cc1nn(Cc2ccccc2)c(Cl)c1C(=O)OC(C)C#N (configuration not stated) was read as ERK EGF block -4%.
`O=C(NNC(=O)C1CCCN(c2ncccn2)C1)c1ccncc1` (configuration not stated) gave ERK EGF block 5%.

(next part)
Screening Cc1cc(-c2cccc([N+](=O)[O-])c2)nc2ccccc12 returned ERK EGF block -1%.
`Cc1sc2cc(-c3cccc([N+](=O)[O-])c3)c(-c3cccc([N+](=O)[O-])c3)c[n+]2c1C` gave ERK EGF block 6%.
Screening Cn1cccc1Cc1nnc(SCC(=O)Nc2ccc(F)cc2)n1CCc1ccccc1 returned ERK EGF block 1%.
O=C(COC(=O)c1ccc(Cl)nc1)NCCC1=CCCCC1 was read as ERK EGF block 1%.
`Cc1ccc(-c2cccc(C3CC=CC4C3C(=O)N(Cc3ccccc3)C4c3ccc(C(F)(F)F)cc3)c2)cc1` (configuration not stated) gave ERK EGF block 13%[57.5 µM].
Screening COc1ccc(CCNC(=O)CSc2ccc(-c3cccs3)nn2)cc1OC returned ERK EGF block -3%.
Screening COC/C=C/C1=CC2=CC(=O)C(C)(OC(=O)CCC(=O)OC)C(=O)C2=CO1 (configuration not stated) returned ERK EGF block -11%.
For CCCN1CCN(C(=S)Nc2ccc(S(N)(=O)=O)cc2)CC1 the results were ERK EGF block 9%[57.5 µM].
Screening Cc1cccc(Nc2nnc(SC3CCOC3=O)s2)c1C (configuration not stated) returned ERK EGF block 11%.
O=S(=O)(Nc1cccc(-c2cn3cccnc3n2)c1)c1ccc(F)cc1 was read as ERK EGF block 1%.
NC(=O)CC(NC(=O)c1cccc(Br)c1)c1ccc(N2CCC(N3CCCC3)CC2)c([N+](=O)[O-])c1 (configuration not stated) was read as ERK EGF block -9%[57.5 µM].
`COc1ccccc1C(=O)Nc1ccc(-c2nnn(CC(=O)N3CCN(C(=O)c4ccco4)CC3)n2)cc1` gave ERK EGF block 22%.
For Cc1ccc(NC(=O)COC(=O)c2cccnc2)c(C)c1 the results were ERK EGF block -12%.
Screening CCOc1ccc(CN2C(=O)c3ccccc3C2C(=O)NCC2CCCO2)cc1 (configuration not stated) returned ERK EGF block -6%.
`COc1ccc(/C=N/NC(=O)c2[nH]c(C)c(C(=O)N/N=C/c3ccc(OC)cc3)c2C)cc1` gave ERK EGF block 7%.
`CC(C)CCNC(=O)CN(C(=O)CCC(=O)Nc1ccccn1)c1ccc(F)c(Cl)c1` gave ERK EGF block 7%.
CC12CCC(C(=O)NC3CCCCC3)([C@H](Br)C1=O)C2(C)C (some centres not stated) was read as ERK EGF block -5%[57.5 µM].
For Cn1c(SCC(=O)c2c(N)n(C)c(=O)n(C)c2=O)nnc1-c1ccccc1F the results were ERK EGF block 7%.
Screening CC1(C)NC(=O)N(CC(O)Cn2c3ccccc3c3ccccc32)C1=O (configuration not stated) returned ERK EGF block 1%.
For CS(=O)(=O)N1CCC[C@@]2(CCN(c3ccccc3)C2)C1 the results were ERK EGF block -1%.
For COC(=O)c1cc(OC)c(OC)cc1NC(=S)N1CCN(c2ccccn2)CC1 the results were ERK EGF block -10%.
For CCCS(=O)(=O)c1c(S(=O)(=O)CCC)c2cc(-c3ccncc3)ccn2c1C(=O)OC the results were ERK EGF block 0%.
`O=C(N/N=C/c1cccnc1)C(=O)N1CCCCCC1` gave ERK EGF block -4%[57.5 µM].
For C/C(N)=C(/C#N)C(=O)CSc1nc2cc(Cl)ccc2c(=O)n1-c1ccc(C)cc1 the results were ERK EGF block -3%.
Screening CC(=O)N(C)c1ccc(C(O)(C(F)(F)F)C(F)(F)F)cc1 returned ERK EGF block -4%.
For COc1cc(C2=N/C(=C\c3ccccc3)C(=O)O2)cc(OC)c1OC the results were ERK EGF block -5%.
`COc1ccccc1N1N=C(c2cccs2)CC1c1ccccc1` (configuration not stated) gave ERK EGF block inconclusive.
For Cc1nc2ccc(NC(=O)c3cc(S(=O)(=O)N(C)c4ccccc4)ccc3Cl)cc2s1 the results were ERK EGF block 3%.
For O=C(C1CCCO1)N1CCN(C(=S)Nc2ccccc2)CC1 (configuration not stated) the results were ERK EGF block 6%.
`OCCNc1nc(N2CCCC2)nc(N2CCCC2)n1` gave ERK EGF block -3%.

Gathered by group, those above with a furan ring, fused or not.
For O=C(Nc1cccc(S(=O)(=O)N2CCOCC2)c1)c1cc2ccccc2o1 the results were ERK EGF block 4%[57.5 µM].
Screening CCCc1ccc(OCc2ccc(C(=O)NCc3cccnc3)o2)c(OC)c1 returned ERK EGF block 2%.
`COc1ccccc1C(=O)Nc1ccc(-c2nnn(CC(=O)N3CCN(C(=O)c4ccco4)CC3)n2)cc1` gave ERK EGF block 22%.

Further records follow:
`CC(C)=CCN1CCN(Cc2ccc3nsnc3c2)CC1CCO` (configuration not stated) gave ERK EGF block -11%[57.5 µM].
Screening CC(C)c1ccc(NC(=S)NNc2ccc(Cl)c(C(=O)O)c2)cc1 returned ERK EGF block -20%[57.5 µM].
For COC(=O)c1c(N2C(=O)[C@H]3[C@@H](C2=O)[C@]2(C(=O)Nc4c2ccc(C)c4C)N2CCC[C@@H]32)sc(C)c1C the results were ERK EGF block 6%.
Cc1ccc(CNC(=O)c2cncc(Br)c2)cc1 was read as ERK EGF block -4%.
CCCNS(=O)(=O)c1ccc(OCC(=O)N2CCCC2)cc1 was read as ERK EGF block 10%.
`COc1ccc(-c2cc(C)nc3c(-c4ccccc4)cnn23)cc1` gave ERK EGF block inconclusive.

High-throughput results from PubChem BioAssay.

An excerpt (hit frequency here may not be typical).
